Fibroblast inh: blocks proliferation of human lung fibroblasts; LL 47 human lung fibroblast viability, ATP luminescence; stronger effect = lower value; viability, % at 10 µM; 1.1% of 85,000 active; AID 719;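 active means viability at or below 50% in the single dose screen; inactive means viability above 50%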;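 further: compound exposure lasted 72 h before the ATP readout; 100% = median luminescence of untreated cell-only wells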
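Times – overnight cell rest, 72 h compound treatment at 37 °C · Test system – human lung fibroblast line LL 47, low passage · Amount – 1,150 cells in each well · Controls – cell-only wells, no compound · Doses – 0.1% DMSO in all compound wells · Measured by – CellTiter-Glo luminescence · Buffer or medium – IMEM plus 15% FBS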
Mac1 fbg enh: enhancers of human CD11b/CD18 binding to fibrinogen | P05107+P11215 | K562 CD11b/CD18 adhesion to fibrinogen, ATPlite luminescence | activation, % at 10 µM | 0.07% of 93,000 active;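 active means 10 µM primary screen giving 50% or more activity, confirmed by 40% or more on retest at that dose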; further: strong numbers were not always called active
Target sequence (P05107 whole entry, looked up, other chains not shown): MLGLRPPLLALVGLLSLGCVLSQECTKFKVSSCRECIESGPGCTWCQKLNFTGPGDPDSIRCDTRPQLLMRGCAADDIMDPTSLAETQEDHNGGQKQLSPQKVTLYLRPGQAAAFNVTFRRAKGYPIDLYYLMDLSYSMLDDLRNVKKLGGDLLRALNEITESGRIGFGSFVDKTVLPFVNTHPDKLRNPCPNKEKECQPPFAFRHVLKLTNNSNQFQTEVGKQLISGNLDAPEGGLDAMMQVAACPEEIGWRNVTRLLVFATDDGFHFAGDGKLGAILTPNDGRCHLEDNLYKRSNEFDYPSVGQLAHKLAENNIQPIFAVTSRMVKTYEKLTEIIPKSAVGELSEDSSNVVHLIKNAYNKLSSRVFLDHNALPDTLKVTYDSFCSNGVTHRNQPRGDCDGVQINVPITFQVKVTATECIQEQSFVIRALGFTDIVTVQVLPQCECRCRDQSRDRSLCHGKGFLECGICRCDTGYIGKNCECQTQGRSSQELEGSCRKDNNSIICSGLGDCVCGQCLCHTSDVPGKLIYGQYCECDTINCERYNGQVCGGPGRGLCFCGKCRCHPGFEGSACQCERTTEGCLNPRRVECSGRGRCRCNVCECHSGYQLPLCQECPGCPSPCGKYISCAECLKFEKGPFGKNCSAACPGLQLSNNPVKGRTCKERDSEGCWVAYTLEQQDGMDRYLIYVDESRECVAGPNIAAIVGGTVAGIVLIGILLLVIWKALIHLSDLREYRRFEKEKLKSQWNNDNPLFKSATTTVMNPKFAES
H69AR inhibit: blocks growth of human H69AR lung tumor cells. viability, % at 10 µM. AID 598. H69AR lung tumor viability, ATP luminescence, 72 h; stronger effect = lower value. 6% of 85,000 active;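 active means viability at or below 40%; inactive means viability above 40%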;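 further: multidrug resistant small cell line overexpressing MRP-1 efflux transporter; 100% = mean luminescence of untreated control wells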
HUVEC inhibit: human endothelial cell proliferation inhibition | HUVEC proliferation, CellTiter-Glo luminescence, 72 h; stronger effect = lower value | 1.1% of 86,000 active | AID 648 | viability, % at 10 µM (by protocol);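 active means viability at or below 30%; inactive means viability above 30%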;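 further: 100% = median luminescence of DMSO-only cell control wells on each plate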
CD11b adhes inh: inhibitors of human CD11b/CD18 binding to fibrinogen; inhibition, % at 10 µM; K562 CD11b/CD18 adhesion to fibrinogen, ATPlite luminescence; Mn2+ added to activate the integrin; 0.54% of 93,000 active; AID 1497; P05107+P11215;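 active means primary inhibition of 50% or more at 10 µM, then 40% or more on retest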; further: some results filed as inactive read as strong as hits
CYP2C19 activ: activators of human cytochrome P450 2C19 | P33261 | recombinant CYP2C19, luciferin-H EGE luminescence; stronger effect = higher value; 0 = fully inhibited enzyme, 1 = untreated enzyme | activation factor at 5 µM | 96,000 tested, under 10 active | AID 1025;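 active means activation factor of at least 2 at 5 µM in the primary screen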;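 further: 0 = wells with 2.5 mM tranylcypromine and 1 = vehicle-only wells; values of inactives mirror those of a sister screen read the other way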
ERa coact inh: ER-alpha (human) coactivator binding inhibition; P03372; TR-FRET ER-alpha LBD / SRC-1 peptide, estradiol-bound; inhibition, % at 25.6 µM; 1.7% of 86,000 active; AID 629; in the data active means inhibition above about 50%;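 further: 0% = receptor plus peptide control and 100% = peptide only without receptor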
ERa coact pot: enhances coactivator binding to human estrogen receptor alpha; P03372; TR-FRET ERalpha-LBD/SRC-Cy5 coactivator binding, 2 h; 100 = basal binding, no effect; coactivator binding (% of control), % at 25.6 µM; 1.3% of 86,000 active; in the data active means activity above about 200%;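 further: binding measured in presence of low estradiol as agonist stimulus; 0% = peptide alone without receptor and 100% = receptor with peptide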
CYP2C19 inh: inhibitors of human CYP2C19 | CYP2C19 Supersomes, luciferin-H EGE luminescence, 30 min | inhibition, % at 5 µM | 21% of 96,000 active | AID 778;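 active means CYP2C19 inhibition above a set limit at 5 µM in the primary screen, cut at about 50% in these data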;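 further: plate controls were negative control wells for no effect and 2.5 mM tranylcypromine positive control for full effect; values of inactives mirror those of a sister screen read the other way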
Active calls of the source: *; / = not tested or not shown; [ ] = remark or other dose.

Start of the data: the first 2 compounds, ahead of the listing:
Order of results – CYP2C19 activ, H69AR inhibit, ERa coact pot, Fibroblast inh, ERa coact inh, CYP2C19 inh, Mac1 fbg enh, HUVEC inhibit, CD11b adhes inh
CCCCNC(=O)C1CC(=O)N(C2CCCCC2)C1 (stereo not drawn)
    0.9, 102, 108, 107, -29, 15, /, 100, /
CCC(C)(C)n1nnnc1CN(Cc1ccco1)Cc1cc2cc3c(cc2[nH]c1=O)OCO3
    0.7, 71, 88, 93, -8, 31, 0, 90, 6

All compounds of this part, from the first entry:
Order of results – CYP2C19 activ, H69AR inhibit, ERa coact pot, Fibroblast inh, ERa coact inh, CYP2C19 inh, Mac1 fbg enh, HUVEC inhibit, CD11b adhes inh
CCCCNC(=O)C1CC(=O)N(C2CCCCC2)C1 (stereo not drawn)
    0.9, 102, 108, 107, -29, 15, /, 100, /
CCC(C)(C)n1nnnc1CN(Cc1ccco1)Cc1cc2cc3c(cc2[nH]c1=O)OCO3
    0.7, 71, 88, 93, -8, 31, 0, 90, 6
COC(=O)c1ccccc1NC(=O)c1cc(-c2ccc(O)cc2)on1
    1.1, 70, 149[fluorescence artefact?], 97, 41, -8, 35, 85, -8
CC(Oc1cc(C(F)(F)F)cc(C(F)(F)F)c1)C(=O)NC(N)=O (stereo not drawn)
    1, 90, 115, 98, -2, 0, 2, 92, -2
CCN(CC)CCN=C1CCCc2ccccc2N1
    1, 92, 126, 110, 5[fluorescence artefact?], 5, -5, 88, -1
O=C1OC2CC3CC1CC(O)(C3)C2 (stereo not drawn)
    1.2, /, 106, 101, -3, -16, /, 96, /
COc1ccc(Cl)cc1NC(=O)CN(C)C(=O)CNC(=O)C12CC3CC(CC(C3)C1)C2
    0.3, /, /, /, /, 68*, -4, /, 10
Cc1cccc(OCC(O)CN2CCN(C3CCCCC3)CC2)c1 (stereo not drawn)
    0.9, 82, 127, 98, -13, 6, -2, 88, -17
CCCCNC(=O)c1ccc(CNc2c(N3CCC(C(=O)OCC)CC3)c(=O)c2=O)cc1
    /, 90, 103, 103, -6, /, /, 87, /
Cc1ccc(OCC(=O)Nc2ccc(O)c(C(=O)O)c2)cc1C
    1.1, 87, 99, 107, 21, -13, -2, 101, -15
N#CCSCC(=O)Nc1ccc(Br)cc1
    0.5, 92, 89, 101, -7, 47, -7, 91, -1
CCCn1nnnc1-c1ccc(Cl)cc1
    0.8, /, /, /, /, 22, -3, /, 5
COc1cccc(C(=O)SC2=NCCS2)c1
    0.8, 83, 83, 98, 1, 24, -5, 85, -4
Cc1ccc(S(=O)(=O)NC(CC(=O)n2nc(C)cc2C)c2ccccc2)cc1 (stereo not drawn)
    0, /, /, /, /, 100*, -1, /, 5
Cc1ccc(S(=O)(=O)C(CCC(=O)N2CCOCC2)S(=O)(=O)c2ccc(C)cc2)cc1
    0.9, 97, 53, 95, -4, 13, -4, 102, -1
Cc1ccc(NCN2C(=O)c3ccccc3C2=O)c(C)c1
    0.8, 84, 138[fluorescence artefact?], 99, -8, 22, 1, 104, 16
Nc1[nH]ncc1C(=O)Nc1cccc(C(F)(F)F)c1
    0.8, 78, 109, 94, -20, 19, 5, 91, -6
O=c1[nH]c(NCc2ccccc2)nc2c1CCC2
    1, /, 122, 91, -10, -1, -1, 94, 9
CC(=O)Nc1ccc(S(=O)(=O)NCc2cn3ccsc3n2)cc1
    /, 110, 105, 100, -15, /, /, 98, /
Cc1cccc(-n2nnnc2SCC(=O)c2cc(C)n(CC3CCCO3)c2C)c1 (stereo not drawn)
    0.1, 83, 87[fluorescence artefact?], 96, 13, 90*, 0, 94, 8
COC(=O)CCSCC(=O)Nc1cc(C)on1
    1, 86, 109[fluorescence artefact?], 101, 7, 3, 1, 102, -8
c1csc(-c2ccc3ccccc3n2)c1
    1.1, 99, 110, 98, -5, -10, 2, 91, 6
COC(=O)c1cc(NC(=O)CC2C(=O)NCCN2C(=O)c2ccccc2)cc(C(=O)OC)c1 (stereo not drawn)
    1, 88, 130, 115, -3, -1, 22, 101, -11
O=S(=O)(O)c1nc2ccccc2n1Cc1ccc(Cl)cc1Cl
    0.9, 103, 92[fluorescence artefact?], 92, 7[fluorescence artefact?], 11, -2, 108, 10
CCOC(=O)c1c(C)nc(-c2ccccc2)nc1NC(C)=O
    0.7, 97, 98, /, 9, 26, -1, 100, 8
COc1cccc(-c2nn(-c3ccccc3)cc2C(=O)O)c1
    0.9, 81, 102, 119, 6[fluorescence artefact?], 7, -1, 95, -29
Nc1nc2ccccc2n1/N=C/c1cccnc1
    /, 63, 90, /, -11, /, /, 110, /
CC(C)N(C#N)c1nc(N2CCOCC2)nc(N2CCOCC2)n1
    0.8, 68, 115[fluorescence artefact?], 86, -7, 19, -4, 72, -3
COc1ccc(C(=O)Oc2ccc3c(c2)OCO3)cc1OC
    1, 105, 115, 100, -2, -1, 22, 99, 2
COC(=O)CSc1ccc(-c2nc3ccc(C)cc3[nH]2)cn1
    0.9, /, /, /, /, 13, 1, /, -20

A portion from the list above, as a working copy:
Order of results – CYP2C19 activ, H69AR inhibit, ERa coact pot, Fibroblast inh, ERa coact inh, CYP2C19 inh, Mac1 fbg enh, HUVEC inhibit, CD11b adhes inh
CCCCNC(=O)C1CC(=O)N(C2CCCCC2)C1 (stereo not drawn)
    0.9, 102, 108, 107, -29, 15, /, 100, /
CCC(C)(C)n1nnnc1CN(Cc1ccco1)Cc1cc2cc3c(cc2[nH]c1=O)OCO3
    0.7, 71, 88, 93, -8, 31, 0, 90, 6
COC(=O)c1ccccc1NC(=O)c1cc(-c2ccc(O)cc2)on1
    1.1, 70, 149[fluorescence artefact?], 97, 41, -8, 35, 85, -8

Whole records as entered above. Order of screens: CYP2C19 activ, H69AR inhibit, ERa coact pot, Fibroblast inh, ERa coact inh, CYP2C19 inh, Mac1 fbg enh, HUVEC inhibit, CD11b adhes inh
`CCCCNC(=O)c1ccc(CNc2c(N3CCC(C(=O)OCC)CC3)c(=O)c2=O)cc1` in the list: /, 90, 103, 103, -6, /, /, 87, /
`O=S(=O)(O)c1nc2ccccc2n1Cc1ccc(Cl)cc1Cl` in the list: 0.9, 103, 92[fluorescence artefact?], 92, 7[fluorescence artefact?], 11, -2, 108, 10

More compounds.
Order of results – CYP2C19 activ, H69AR inhibit, ERa coact pot, Fibroblast inh, ERa coact inh, CYP2C19 inh, Mac1 fbg enh, HUVEC inhibit, CD11b adhes inh
Cc1ccc(N=C2CCCN2Cc2ccccc2)c(C#N)c1
    /, 82, 100, 104, 1, /, /, 101, /
CN1CCN(C2=C(Cl)C(=O)N(C3CCCCC3)C2=O)CC1
    0.1, 45, 98[fluorescence artefact?], 92, -10, 94*, -2, 60, -6
COc1ccc2c(-c3ccccc3)cc(=O)[nH]c2c1
    0.9, /, /, /, /, 5, -4, /, -5
O=C(CNC(=O)c1ccc(Cl)cc1)OCC(=O)c1ccc2c(c1)OCCO2
    0.6, /, /, /, /, 42, 0, /, 4
CC(C)(C)n1nc2c(c1NC(=O)c1ccc(S(=O)(=O)N3CCCC3)cc1)CSC2
    1.1, 79, 80, 88, 8[fluorescence artefact?], -11, 37, 95, -12
CC1CCCC(C)N1S(=O)(=O)c1ccc(NC(=O)CCn2cnc3ccccc3c2=O)cc1 (stereo not drawn)
    0.9, 79, 137, 103, 1[fluorescence artefact?], 14, 2, 96, -11
Cc1ccc(CNC(=O)c2cc3c(=O)n4ccccc4nc3n(Cc3ccco3)c2=N)cc1
    0.9, 47, 53[fluorescence artefact?], 88, 82*[fluorescence artefact?], 10, -1, 65, -8
Cc1cc(N2CCOCC2)nc2ccccc12
    /, 96, 102[fluorescence artefact?], 101, -17, /, /, 94, /
CCOC(=O)C1CCCN(C(=O)c2ccccc2Oc2ccccc2)C1 (stereo not drawn)
    0.1, 86, 86, 98, 1, 87*, -2, 108, 1
COc1ccc(-c2ccnc3nc(-n4cccc4)nn23)cc1
    0.7, /, /, /, /, 26, 23, /, -7
CCOC(=O)c1ccc(NC(=S)NCCc2ccccc2)cc1
    0.6, /, /, /, /, 38, 0, /, -12
O=c1c2ccccc2c(-c2ccc(Cl)cc2)nn1-c1ccccc1
    0.8, /, /, /, /, 20, 4, /, 8
Cc1ccc(-n2c(O)c(C=Nc3ccc4c(c3)OCO4)c3ccccc3c2=O)cc1C
    0.9, /, /, /, /, 11, 17, /, -3
COc1ccc(NC(=O)c2cccnc2C(=O)O)c(OC)c1
    1.1, 91, 111, 99, -2, -12, 0, 85, -9
CCOC(=O)c1c(-c2ccccc2)csc1NC(=O)c1ccc(N2C(=O)CCC2=O)cc1
    0.8, /, /, /, /, 15, 30, /, -41
Nc1ccccc1C(=O)NCc1ccccc1
    1, 96, 106, 102, 6[fluorescence artefact?], -1, -1, 93, -9
O=C(COc1ccc(Cl)cc1)Nc1nc(-c2ccc(S(=O)(=O)N3CCOCC3)cc2)cs1
    0.4, 91, 275*[fluorescence artefact?], 102, 12[fluorescence artefact?], 58*, 18, 99, 13
O=S(=O)(CCc1nnc(-c2ccccc2)o1)c1ccc2ccccc2c1
    0.9, 82, 100, 96, -1, 13, 0, 103, 4
S=C1NC2=C(C(c3ccc(Br)cc3)N1)N1CCC2CC1 (stereo not drawn)
    0.9, 93, 98, 94, -2, 12, /, 93, /
C(=NCCCN1CCOCC1)c1ccc2c(c1)OCO2
    1.1, 97, 135, 103, 0, -10, -1, 95, 0
Cc1cc(C(=O)Nc2c(C)n(C)n(-c3ccccc3)c2=O)c(C)o1
    1, 100, 124, 103, -7, 4, 1, 94, -11
CCN(CC)S(=O)(=O)c1ccc(NC(=O)Cn2cnc3ccccc3c2=O)cc1
    0.6, 91, 109, 106, -4, 44, 0, 102, -22
CCOC(=O)c1cnc2c(cnn2C)c1NCCC#N
    1, /, /, /, /, 3, 2, /, -3
CN(c1ccc(C(=O)NCc2cccnc2)cc1)S(C)(=O)=O
    /, 87, 120[fluorescence artefact?], 107, 1, /, /, 94, /
COCCn1c(C)cc(C(=O)CSc2nncn2-c2ccccc2)c1C
    0.4, 83, 94, 98, -1, 57*, 2, 98, -16
Cc1cc(C(=O)CSc2n[nH]c(N)n2)c(C)n1-c1ccccc1
    0.1, /, /, /, /, 87*, -2, /, 3
CSc1ccccc1NC(=O)Nc1ccc(Cl)cc1
    0.2, 35*, 103, 84, 12[fluorescence artefact?], 85*, -2, 47, 22
O=C(/C=C/c1ccccc1)CC(O)(c1ccccc1)C(F)(F)F (stereo not drawn)
    0.4, 2.0*, 122, 35*, -4, 65*, -1, 26*, 23
COc1ccccc1-n1c(CNc2ccc(F)cc2)nnc1SCC(=O)Nc1cc(C)on1
    /, 87, 104[fluorescence artefact?], 97, 1, /, /, 81, /

Bioassay records as filed in PubChem.
